Compound activity: PubChem, National Center for Advancing Translational Sciences (NCATS)
Vif-A3F inh: qHTS for Inhibitors of Vif-A3F Interactions: qHTS | Potency, µM (titrated, usually from 46.1 µM), for the others: at the highest dose activity, negative = active | hit rate 0.2% among 390,000 | HeLa A3F-eYFP + Vif (tagged APOBEC3F with the HIV-1 protein that degrades it), YFP fluorescence increase; note: potency is the fitted concentration of half-maximal effect; % of control where 0% means no effect; nearly all actives have a fitted effect of over 65% in size
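Fluorescence increase (Ex 488/Em 500-530) after overnight compound treatment at 37 deg C flags inhibition of Vif-driven A3F-eYFP loss in stable HeLa A3F-eYFP/Vif cells seeded overnight beforehand.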
RGS4 inhibitor: Inhibitors of Regulator of G Protein Signaling (RGS) 4: qHTS | Transcreener GDP fluorescence polarization, RGS4-accelerated GTP hydrolysis | Potency, µM (titrated, usually from 114 µM), inactives show top-dose activity change, negative = inhibition, hits mostly inhibitors | hit rate 0.039% among 390,000 | AID 504845, 2011; note: potency is the fitted concentration of half-maximal effect; % is set by controls: 0 for no effect and ±100 for the full control effect; nearly all actives have a fitted effect of over 75% in size; some results filed as inactive show a strong effect at the top dose
Target sequence (P49798 whole entry, looked up): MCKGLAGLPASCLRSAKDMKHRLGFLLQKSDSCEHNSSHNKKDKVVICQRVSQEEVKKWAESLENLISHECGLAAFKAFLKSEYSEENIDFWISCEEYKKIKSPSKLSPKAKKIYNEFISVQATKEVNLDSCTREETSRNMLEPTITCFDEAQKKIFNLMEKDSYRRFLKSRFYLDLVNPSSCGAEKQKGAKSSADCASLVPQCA
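MLSMR compounds (23 nl, pin-transferred) preincubated 10 min at room temperature with a 500nM (2x) first reagent, then RGS4 at 900nM (2x) plus Transcreener GDP mix added; fluorescence polarization (620/688 nm) read before and after 90 min at 30 °C.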
Vif-APOBEC3G blk: qHTS for Inhibitors of Vif-A3G Interactions: qHTS. HeLa A3G-eYFP + Vif (tagged APOBEC3G with the HIV-1 protein that degrades it), YFP fluorescence, overnight. Potency, µM (top dose mostly 46.1 µM), inactives show at the highest dose activity, negative = active, usual class: inhibitors. hit rate 0.076% among 410,000;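 note: potency is the fitted concentration of half-maximal effect; % is set by controls: 0 for no effect and ±100 for the full control effect; nearly all actives have a fitted effect of over 60% in size; hits raise eYFP signal because A3G escapes Vif-driven loss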
Target sequence (Q9HC16 whole entry, looked up): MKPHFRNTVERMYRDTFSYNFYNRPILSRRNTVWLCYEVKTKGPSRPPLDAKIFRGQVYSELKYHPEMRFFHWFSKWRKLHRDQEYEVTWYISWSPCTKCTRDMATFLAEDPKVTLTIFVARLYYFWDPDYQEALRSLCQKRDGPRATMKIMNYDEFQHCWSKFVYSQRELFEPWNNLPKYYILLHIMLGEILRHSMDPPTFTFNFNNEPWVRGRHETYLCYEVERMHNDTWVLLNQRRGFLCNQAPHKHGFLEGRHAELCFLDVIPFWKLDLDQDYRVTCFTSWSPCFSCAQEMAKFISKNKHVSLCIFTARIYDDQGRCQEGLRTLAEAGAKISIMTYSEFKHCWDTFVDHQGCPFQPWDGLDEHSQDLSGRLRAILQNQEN
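Read-out is eYFP fluorescence (Ex 488/Em 500-530) from Vif-expressing HeLa A3G-eYFP cells; more signal means A3G escaped Vif-mediated degradation. Cells plated overnight, compound pinned in, incubated overnight at 37 deg C.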
IDH1 R132H inh: qHTS for Inhibitors of mutant isocitrate dehydrogenase 1 (IDH1): qHTS | AID 602179, 2012 | IDH1-R132H enzyme, NADPH consumption, diaphorase/resazurin fluorescence | hit rate 0.093% among 390,000 | Potency, µM (top dose mostly 76.6 µM), for inactives: at the highest dose activity change, negative = inhibition, hits mostly inhibitors | Isocitrate dehydrogenase [NADP] cytoplasmic (Homo sapiens), O75874; note: potency is the fitted concentration of half-maximal effect; % is set by controls: 0 for no effect and ±100 for the full control effect; nearly all actives have a fitted effect of over 65% in size
Target sequence (O75874 whole entry R132H, stated change not applied): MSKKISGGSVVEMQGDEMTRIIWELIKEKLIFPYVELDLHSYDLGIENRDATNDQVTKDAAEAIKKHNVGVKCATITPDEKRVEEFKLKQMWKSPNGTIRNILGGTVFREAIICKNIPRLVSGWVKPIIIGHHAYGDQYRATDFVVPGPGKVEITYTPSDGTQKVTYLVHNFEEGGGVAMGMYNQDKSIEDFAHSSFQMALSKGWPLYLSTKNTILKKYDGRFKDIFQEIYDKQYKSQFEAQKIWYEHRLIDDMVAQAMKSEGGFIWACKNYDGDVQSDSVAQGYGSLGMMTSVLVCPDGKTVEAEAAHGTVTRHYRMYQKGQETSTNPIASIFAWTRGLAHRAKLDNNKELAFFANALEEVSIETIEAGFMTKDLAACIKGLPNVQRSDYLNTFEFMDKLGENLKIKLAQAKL
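IDH1-R132H (0.5 ug/mL dispensed) in pH 7.5 Tris buffer was preincubated 30 min with compound, then given a substrate mix of 0.016 mM NADPH and 2 mM alpha-KG for 80 min at room temperature; remaining NADPH was read by diaphorase/resazurin fluorescence.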
TrxR1 inh: qHTS Assay for Inhibitors of Mammalian Selenoprotein Thioredoxin Reductase 1 (TrxR1): qHTS; Thioredoxin reductase 1, cytoplasmic (Rattus norvegicus), O89049; recombinant rTrxR1, NADPH fluorescence consumption, selenite substrate; Potency, µM (doses to about 114 µM), inactives show at the top dose activity change, negative = inhibition, actives largely listed as inhibitors; hit rate 1% among 390,000; note: potency is the fitted concentration of half-maximal effect; % is set by controls: 0 for no effect and ±100 for the full control effect; nearly all actives have a fitted effect of over 65% in size
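Rat TrxR1 (90 nM in the dispensed reagent) was pre-reduced with 400 uM NADPH for 5 min at room temperature, then incubated with compound for 15 min. After 400 uM selenite was added, NADPH fluorescence (Ex 340/Em 450 nm) was followed for 8 min.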
LDHA block: qHTS assay for inhibitors of human lactate dehydrogenase; activity change, % (values are at about 110 or 230 µM); hit rate 0.15% among 480,000; purified LDHA, NADH/diaphorase-resazurin fluorescence; stronger effect = lower value; L-lactate dehydrogenase A chain (Homo sapiens), P00338; in the data active = activity change below about -30%; inconclusive = mostly about -25% to -30%;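 note: plate controls were DMSO wells for no effect and wells without enzyme for full effect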
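Enzyme activity of human lactate dehydrogenase 5 (2 nM; 0.06 mM NADH, 0.2 mM pyruvate, 5 min, RT) is measured via a resazurin/diaphorase fluorescence readout of residual NADH.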
TrxR1 substrate: qHTS Assay for Substrates of Mammalian Selenoprotein Thioredoxin Reductase 1 (TrxR1): qHTS; purified TrxR1 substrate turnover, NADPH consumption readout; AID 588456, 2011; hit rate 0.01% among 390,000; Potency, µM (titrated, usually from 114 µM), without a hit: at the top dose activity change, negative = substrate turnover; note: potency is the fitted concentration of half-maximal effect; % is set by controls: 0 for no effect and ±100 for the full control effect; nearly all actives have a fitted effect of over 50% in size
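Rat TrxR1, dispensed at 90 nM, was prereduced with 400 uM NADPH (final) for 5 min at ~22 deg C, then incubated with compound 15 min before 400 uM selenite. A first-read NADPH fluorescence drop versus no-compound background flagged substrates.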
GRP78 ERSR act: qHTS for Inducers of the Endoplasmic Reticulum Stress Response (ERSR) in Human Glioma: qHTS; U87-MG GRP78 promoter luciferase reporter, 16 h; Potency, µM, without a hit: at the top dose activation, most hits filed as activators; hit rate 0.02% among 420,000; AID 602332, 2012; note: potency is the fitted concentration of half-maximal effect; series mostly up to about 76 µM; % of control where 0% means no effect; nearly all actives have a fitted effect of over 35% in size
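Stably transfected U87-MG human glioma cells carrying a GRP78-based luminescent sensor were seeded at 1000 cells/well, pin-dosed with compounds and incubated 16 h. Luciferase reagent was then added, and end-point luminescence was read after 10 min at room temperature.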
USP1-UAF1 inh: Inhibitors of USP1/UAF1: Primary Screen. AID 743255, 2014. Ubiquitin carboxyl-terminal hydrolase 1 (Homo sapiens), O94782. recombinant USP1/UAF1, Ub-Rhodamine cleavage fluorescence. Potency, µM (series often up to 57.1 µM), inactives show at the highest dose activity change, negative = inhibition, most hits filed as inhibitors. hit rate 0.23% among 390,000; note: potency is the fitted concentration of half-maximal effect; % is set by controls: 0 for no effect and ±100 for the full control effect; nearly all actives have a fitted effect of over 60% in size; inactives centre near -12
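USP1/UAF1 complex at 1 nM was preincubated with compound for 15 min at room temperature, then Ub-Rho substrate (150nM final) was added. Fluorescence (480/540 nm) was read kinetically, 6 reads every 60 seconds.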
Numbers without * were called inactive; ? = inconclusive; nt = not tested or not shown; & = joins results of further samples; [ ] = another dose, or the depositor's remark. Unless noted, calls come from the whole dose curve; as a rule, active = well fitted curve in the direction sought with a large enough effect; inconclusive = small, poorly fitted or top-dose-only effect, or another doubt; inactive = no such curve, though single readings can be large; an effect the other way counts as inactive or inconclusive. This is a subset (hit frequency here may not be typical).

(1) Cc1ccc(S(=O)(=O)N2CCCCC2)cc1NC(=O)CSc1ccc2c(c1)OCCO2
(2) Cc1ccc(CNc2ccc(N3C(=O)CCCC3=O)cc2[N+](=O)[O-])cc1
(3) COc1ccc(C)cc1NC(=O)c1nnn(-c2c(C)cccc2C)c1C
(4) CCOc1ccccc1CNCc1c(C(=O)O)c(C)n(Cc2ccc(Cl)cc2)c1C
(5) O=C(CSc1nnc(-c2cccs2)o1)N1CCCc2ccccc21
(6) Cc1ccc(CN2CCC(C(=O)Nc3cccc(-c4cccc(F)c4)c3)CC2)o1
(7) COc1ccc(Cl)cc1S(=O)(=O)NCc1cccnc1
(8) Cc1cc2n(n1)C(c1cc(C(C)(C)C)c(O)cc1O)Nc1ccccc1-2 (stereo not drawn)
assay / entry	1	2	3	4	5	6	7	8
Vif-A3F inh	-3%	5%	1%	-4%	-10%	4%	-9%	-8%
RGS4 inhibitor	-23%	5%	1%	3%	0%	3%	22%	-3%
Vif-APOBEC3G blk	1%	0%	4%	2%	-1%	4%	-1%	-13%
IDH1 R132H inh	3%	2%	12%	-17%	8%	-9%	0%	-2%
TrxR1 inh	37%[57.1 µM]	-14%	17%	-11%	-5%	-5%	8%[57.1 µM]	-11%
LDHA block	4	0	-1	0	-7	-9	1	5
TrxR1 substrate	-11%	7%	1%	0%	-1%	1%	14%[57.1 µM]	-3%
GRP78 ERSR act	-5%	-4%	-2%	-1%	5%	1%	-6%	-3%
USP1-UAF1 inh	-12%	-23%	-21%	8%	-4%	-22%	-15%	-21%

(9) Cc1ccc(-c2nnc(NC(=O)C3=COCCO3)o2)c(C)c1
(10) COC(=O)c1cnn(-c2cc(Oc3cccc(C)c3)ncn2)c1N
(11) O=C(Nc1cc(SCC(O)CO)cc([N+](=O)[O-])c1)c1ccc(-n2cnnn2)cc1 (stereo not drawn)
(12) Oc1ccc(Br)cc1C1C=C(c2ccc3c(c2)OCO3)NC(c2ccc(Br)cc2)N1 (stereo not drawn)
(13) C/C(N)=C(/C#N)C(=O)CSc1ccc2c(c1)OCCO2
(14) Oc1ccc2ccccc2c1C=Nc1cc(C(F)(F)F)ccc1N1CCCC1
(15) O=C(CCS(=O)(=O)Cc1ccccc1)Nc1nnc(C(F)(F)F)s1
(16) CN(CC(=O)Nc1ccccc1Cl)C(=O)Cn1cnc2ccc(Cl)cc2c1=O
assay / entry	9	10	11	12	13	14	15	16
Vif-A3F inh	-16%	nt	1%	nt	-2%	-1%	5%	7%
RGS4 inhibitor	2%	4%	?	-27%	-36%	?	-37%	-16%
Vif-APOBEC3G blk	2%	-28%	1%	-26%	0%	-9%	-12%	-2%
IDH1 R132H inh	-7%	1%	-1%	nt	4%	12%	6%	0%
TrxR1 inh	9%[57.1 µM]	12%	31%[57.1 µM]	?	20%[57.1 µM]	?	1%	10%
LDHA block	8	-3	-16	0	-4	21	0	-9
TrxR1 substrate	3%[57.1 µM]	2%[2.29 µM]	6%[57.1 µM]	-3%	10%[57.1 µM]	-8%	5%	1%
GRP78 ERSR act	4%	-1%	0%	?	-1%	-9%	-9%	-1%
USP1-UAF1 inh	-5%	-21%	-8%	nt	-2%	-24%	-12%	2%

(17) COC(=O)C1=C[C@@H](C(=O)OC)C2C3=C(C(=O)[C@]2(C)NC(=O)c2ccccc2)[C@H](C)n2c(=O)n(-c4ccccc4)c(=O)n2[C@@H]3C1 (stereo partly drawn)
(18) COc1cc(-c2noc(C)c2C#Cc2nccn2C)cc(OC)c1OC
(19) CCCN1C(=O)N(C)C(N(O)C(=O)NC)C1(C)C (stereo not drawn)
(20) CC(C)OCC(O)CN (stereo not drawn)
(21) COc1cccc(-c2cc(C(=O)Nc3nc4ccccc4s3)c3ccccc3n2)c1
(22) Cc1ccc(S(=O)(=O)NNC(=O)c2cccnc2)cc1
(23) O=S(=O)(c1ccccc1)c1nc(-c2ccco2)oc1SCc1ccc(F)cc1
(24) O=C(NNC(=O)c1sccc1-n1cccc1)c1ccccc1
assay / entry	17	18	19	20	21	22	23	24
Vif-A3F inh	nt	-7%	7%	5%	3%	-4%	-10%	-10%
RGS4 inhibitor	37%	2%	13%	4%	-28%	13%	15%	-20%[11.4 µM]
Vif-APOBEC3G blk	3%	?	-5%	1%	0%	1%	4%	2%
IDH1 R132H inh	nt	?	-1%	0%	3%	6%	0%	3%
TrxR1 inh	-11%	-20%&10%	10%	-11%	28%	18%	6%	6%[57.1 µM]
LDHA block	nt	3	-7	-12	2	-2	-9	-2
TrxR1 substrate	-3%	-7%&-1%	9%[57.1 µM]	-8%	2%	3%	-7%	-15%
GRP78 ERSR act	-5%	-4%&-2%	-1%	-7%	0%	-6%	-4%	7%
USP1-UAF1 inh	nt	-2%	-16%	-2%	?	-18%	-6%	-4%

4 records drawn at random from those above, as already listed:
(6) Cc1ccc(CN2CCC(C(=O)Nc3cccc(-c4cccc(F)c4)c3)CC2)o1
(18) COc1cc(-c2noc(C)c2C#Cc2nccn2C)cc(OC)c1OC
(10) COC(=O)c1cnn(-c2cc(Oc3cccc(C)c3)ncn2)c1N
(8) Cc1cc2n(n1)C(c1cc(C(C)(C)C)c(O)cc1O)Nc1ccccc1-2 (stereo not drawn)
assay / entry	6	18	10	8
Vif-A3F inh	4%	-7%	nt	-8%
RGS4 inhibitor	3%	2%	4%	-3%
Vif-APOBEC3G blk	4%	?	-28%	-13%
IDH1 R132H inh	-9%	?	1%	-2%
TrxR1 inh	-5%	-20%&10%	12%	-11%
LDHA block	-9	3	-3	5
TrxR1 substrate	1%	-7%&-1%	2%[2.29 µM]	-3%
GRP78 ERSR act	1%	-4%&-2%	-1%	-3%
USP1-UAF1 inh	-22%	-2%	-21%	-21%

Following part.
(25) Cc1sc2c(c1C)C(=O)NC(c1ccccc1F)N2 (stereo not drawn)
(26) CCOC(=O)N1CCN(C2=Nc3cccc4cccc2c34)CC1
(27) Cc1ccc2occ(/C=N/NC(=O)c3ccncc3)c(=O)c2c1
(28) COc1ccc(Cn2ccnc2SCC(=O)NCc2ccccc2)cc1
(29) O=C(c1nn2cccnc2c1Cl)N1CCN(c2ccccc2)CC1
(30) C=CCc1cccc2cc(C(=O)OCC(=O)c3ccccc3)c(=O)oc12
(31) CCc1ccc(OCC(=O)Nc2ccc(-c3nc4ncccc4o3)cc2)cc1
(32) COC(=O)c1cc(S(=O)(=O)N2CCOCC2)ccc1Sc1ccccc1N
assay / entry	25	26	27	28	29	30	31	32
Vif-A3F inh	-4%	8%	-15%	2%	-12%	0%	-7%	-5%
RGS4 inhibitor	?	-4%	16%	14%	6%	?	-22%	-7%
Vif-APOBEC3G blk	-15%	1%	6%	-23%	-1%	0%	4%	1%
IDH1 R132H inh	0%	10%	-15%	0%	0%	3%	0%	2%
TrxR1 inh	2%	13%	12%	23%[57.1 µM]	6%[57.1 µM]	0%	34%	13%
LDHA block	-5	17	4	-16	-1	-5	-19	5
TrxR1 substrate	3%	12%	18%	5%[57.1 µM]	-12%	7%	51%[activator]	-5%
GRP78 ERSR act	3%	-2%	-2%	-3%	-3%	-5%	2%	1%
USP1-UAF1 inh	-21%	?	-30%	-20%	-8%	-2%	-17%	3%

(33) CCOC(=O)Cn1c(=O)n(CC2CCCO2)c2nc(-c3c(F)cccc3Cl)nc(C(N)=O)c21 (stereo not drawn)
(34) COc1cc2c(cc1NC(=O)COC(=O)[C@@H](NS(=O)(=O)c1ccccc1)C(C)C)oc1ccccc12
(35) CCN(c1ccccc1)S(=O)(=O)c1cccc(C(=O)NCc2ccccn2)c1
(36) Cc1ccc(CSc2c(C)cnc3c2c(=O)n(C)c(=O)n3C)cc1
(37) CCn1c(SCC(=O)Nc2ccc3c(c2)OCO3)nc2c(c1=O)SC(C)C2 (stereo not drawn)
(38) COc1ccc(-c2nn[nH]n2)cc1OC
assay / entry	33	34	35	36	37	38
Vif-A3F inh	2%	-16%	10%	-12%	3%	3%
RGS4 inhibitor	-16%	-5%	7%	-11%	8%	24%
Vif-APOBEC3G blk	0%	0%	-1%	1%	-5%	0%
IDH1 R132H inh	-3%	3%	3%	9%	8%	-1%
TrxR1 inh	6%[57.1 µM]	10%[57.1 µM]	4%	17%[57.1 µM]	2%	-4%
LDHA block	4	-5	-5	-4	0	-2
TrxR1 substrate	3%[57.1 µM]	5%[57.1 µM]	3%	2%[57.1 µM]	-5%	-9%
GRP78 ERSR act	0%	0%	-3%	-2%	-3%	-7%
USP1-UAF1 inh	-20%	-24%	-20%	?	-9%	-7%
